Screening data: PubChem BioAssay, several laboratories
E coli Lon inh: E. coli protease La inhibition; P0A9M0; purified E. coli Lon protease, fluorescence polarization; inhibition, % at 7.94 µM; 360,000 tested, 0.42% active; in the data active means inhibition above about 13%, passing the limit was not always enough;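 further: 0% = enzyme with probe and DMSO and 100% = no enzyme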
MsrA act: activators of bovine methionine sulfoxide reductase A; activation, % at 10.6 µM; AID 602163; 360,000 tested, 0.3% active; purified bovine MsrA, absorbance read-out; in the data active means activation above about 7.5%;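 further: 0% = vehicle and 100% = reference activator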
MT1-MMP act inh: inhibitors of human MT1-MMP activation | P50281 | HT1080 RFP-PRO-GFP cells, GFP/RFP ratio fluorescence, overnight; percent of plate control window, DMSO zero | GFP/RFP ratio change, % at 20 µM | 360,000 tested, 0.061% active;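 active means GFP/RFP ratio change of at least 30% with cell ATP level not reduced by more than half and red fluorescence within 50% of control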; further: strong numbers were not always called active
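Test system: HT1080 RFP-PRO-GFP cells; Benchmarks: DMSO and RFP-L50D-GFP cell wells; Timing: cells overnight before dosing, compound overnight, 37 °C, 5% CO2; Compound: one 20 µM compound dose with 1% DMSO; Read-out: GFP/RFP fluorescence ratio.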
NRP1-CendR mod: alters CendR peptide binding to human NRP-1; 360,000 tested, 0.85% active; O14786; inhibition, % at 25 µM; FAM-RPARPAR peptide binding to NRP-1, fluorescence polarization;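 active means inhibition or corrected inhibition above about 18%, plus a signal ratio from 0.5 to 1.5, limit read from the data, passing the limit was not always enough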; further: strong numbers were not always called active
Neddylation inh: cullin neddylation inhibition; 360,000 tested, 0.58% active; calls only at 25 µM; TR-FRET cullin neddylation, biochemical; AID 651699; in the data active means inhibition above about 36%
MsrA inhibitor: inhibits bovine methionine sulfoxide reductase A | purified bovine MsrA, absorbance read-out | inhibition, % at 15.5 µM | 360,000 tested, 0.75% active | AID 651718; in the data active means inhibition above about 4.5%;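 further: 0% = vehicle wells with enzyme and 100% = reference inhibitor wells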
FAS-TE inh: FAS thioesterase (human) inhibition | P49327 | inhibition, % at 15 µM | AID 602261 | recombinant FAS-TE, OMFH fluorogenic substrate, fluorescence endpoint | 360,000 tested, 0.67% active;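 active means compounds whose normalised, plate-corrected inhibition of enzyme fluorescence in the single-dose primary screen is 50% or more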;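 further: 0% = DMSO with enzyme and 100% = substrate without enzyme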
Rin1 Abl inh: human Rin1-Abl interaction inhibition | P00519+Q13671 | TR-FRET Rin1/Abl binding, biochemical | inhibition, % at 7.35 µM | 360,000 tested, 0.4% active; in the data active means inhibition above about 5%, passing the limit was not always enough
SKN-1 block: inhibitors of C. elegans SKN-1 | C. elegans VP596 Pgst-4::GFP/RFP ratio, acrylamide-induced, 24 h | inhibition, % at 21.8 µM | 360,000 tested, 0.49% active | AID 624304;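 active means interference check ratio from 0.5 to 1.5 plus GFP to RFP signal ratio inhibition reaching or exceeding a fixed threshold, cut at about 30% in these data, passing the limit was not always enough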; further: some compounds called inactive have numbers as strong as hits
* = called active by the depositor; i = inactive; . = no result given.

SMILES	E coli Lon inh	MsrA act	MT1-MMP act inh	NRP1-CendR mod	Neddylation inh	MsrA inhibitor	FAS-TE inh	Rin1 Abl inh	SKN-1 block
CSc1ccccc1NC(=O)c1ccco1	6	-2	1	6	i	0.8	-5	-1	-1
CC(C)(C)c1ccc(-c2nc(C#N)c(NCc3cccnc3)o2)cc1	-5	-12	-2	-2	i	-0.6	2	-4	-9
CCN1/C(=C2\C(=O)N(C)C(=S)N2c2ccccc2)C=Cc2ccccc21	-10	-14	-5	8	i	-0.6	-4	-12	-9
O=C(Cc1ccc(S(=O)(=O)N2CCOCC2)s1)Nc1ccccc1N1CCCC1	0	-7	-6	0	i	1.3	-5	2	-13
COc1ccc(CCNC(=O)CCc2nnc(Cc3ccc4c(c3)OCO4)o2)c(OC)c1	0	-3	1	18	i	-1.1	2	1	4
CC(/C=C/c1cccc([N+](=O)[O-])c1)=N\NC(=O)c1ccncc1	-38	-6	-1	3	i	2.3	-2	-3	1
Clc1nc(-c2ccccc2)ncc1Oc1ccccc1	-2	-4	3	8	i	0.0	22	1	15
O=C(NC1CCCCCC1)C(=O)NC1CC1	1	-3	-3	1	i	-0.3	-6	0	2
CCCC(C)(C)C(=O)N1CCC1(C)C(=O)Nc1cccc2ccccc12 (centres undefined)	-5	-2	-1	-4	i	0.5	14	0	8
O=C(CN1CCOCC1)Nc1cccc(C(F)(F)F)c1	-1	-1	5	5	i	-0.5	-4	-2	-3
CCCCCNC(=O)Cc1ccc(OC)cc1	-16	-6	-2	-1	i	0.4	-9	-3	-8
CCc1nnc2n1N=C(c1ccc([N+](=O)[O-])cc1)CS2	0	-3	2	4	i	1.9	3	-3	-4
CC1CCC(C(C)C)C(OC(=O)COC(=O)c2ccc(=O)[nH]c2)C1 (centres undefined)	-2	-4	-4	-10	i	-1.6	-2	0	6
CCOC(=O)[C@H]1[C@H]2COc3cc(OC)ccc3[C@@H]2N2C(=O)CN(Cc3ccc(Cl)cc3)C(=O)[C@@]12C	-12	-1	-8	10	i	0.5	12	3	7
CC(C)CNS(=O)(=O)c1ccc(C(=O)Nc2ccc3c(c2)OCO3)cc1	0	-2	2	-7	i	0.5	-2	13*	2
O=C(NC1CCCC1)C1C(c2ccc(C(F)(F)F)cc2)=Nc2ccccc2N1C(=O)c1ccco1 (centres undefined)	.	.	-1	-1	i	-0.8	.	.	41*
CC(C)n1c(=S)[nH]c2c1c(=O)[nH]c(=O)n2C	-1	-1	-1	6	i	0.2	-7	-3	7
COc1ccc(C2=NS(=O)(=O)N(C)C(C(=O)NCc3ccc4c(c3)OCO4)=C2)cc1OC	7	-1	0	-1	i	3.9	14	-1	13
Cc1cc(C(O)c2ncc(-c3ccc(Oc4ccccc4)cc3)[nH]2)ccc1F (centres undefined)	-10	-4	6	1	i	-1.0	19	-2	13
COc1ccc(-n2c(COc3ccc4c(c3)OCO4)nnc2SCC(=O)O)cc1	-5	-3	1	3	i	-0.1	-4	1	15
CCOC(=S)NC(=O)c1sc2ccccc2c1Cl	-5	0	4	-11	i	-0.9	-5	-12	3
O=C(/C=C/c1ccco1)Nc1ccc(Oc2ccccc2)cc1	-2	-6	-11	-14	i	1.3	24	-3	49*
O=C(CSc1ccc2c(c1)OCCO2)Nc1ccc(Br)cn1	-7	-2	3	-4	i	-1.6	6	1	-4
C=CCn1c(SCC(=O)Nc2cccnc2Cl)nnc1-c1ccc(Cl)cc1	1	-5	0	-4	i	0.9	-3	1	-6
O=C(O)C[C@H]1c2cc(C(F)(F)F)ccc2S(=O)(=O)N1Cc1ccccc1	2	-7	4	-6	i	0.6	-8	4	16
(more compounds)
SMILES	E coli Lon inh	MsrA act	MT1-MMP act inh	NRP1-CendR mod	Neddylation inh	MsrA inhibitor	FAS-TE inh	Rin1 Abl inh	SKN-1 block
COc1ccccc1N(C)c1cc2c(c3c1ccn3C)C1CCC2O1 (centres undefined)	0	-4	4	-7	i	0.5	15	4	2
COc1ccc(OC)c2c1sc(=NC(=O)C(C)(C)C)n2C	-2	-1	2	-16	i	-0.5	0	3	-7
O=C1CSC2(C(=O)N3CCCc4cccc2c43)N1c1cccc(C(F)(F)F)c1 (centres undefined)	1	-2	1	0	i	.	-66	0	-6
Cc1c(C(=O)NCc2cccc(C(F)(F)F)c2)sc(=O)n1Cc1ccc(F)cc1	10	1	5	-20	i	1.1	23	2	-10
N#Cc1ccc(NC(=O)COC(=O)CNC(=O)C2CCCCC2)cc1	-8	-2	-1	-2	i	1.0	2	2	9
CCOc1ccc(Br)cc1C(=O)N/N=C/c1c[nH]c2ccccc12	1	-6	1	-1	.	1.2	2	3	-17
CC(=O)N1N=C(c2cccc([N+](=O)[O-])c2)OC1c1ccc(Cl)cc1Cl (centres undefined)	-1	0	-1	-4	i	1.8	53*	-3	3
CC(OC(=O)CNC(=O)C12CC3CC(CC(C3)C1)C2)C(=O)Nc1ccc(S(N)(=O)=O)cc1 (centres undefined)	-4	9.1*	2	-21	i	-0.1	-3	1	10
CC(=O)C1=C(O)C(=O)N(C)C1c1ccccc1F (centres undefined)	-5	-2	2	-11	i	1.9	-4	3	3
CCOC(=O)N1CCN(c2c(NCc3ccccn3)c(=O)c2=O)CC1	-12	-9	-1	5	i	0.9	-15	-1	-8
C=CCN1C(=O)CS/C1=N\S(=O)(=O)c1ccc(Cl)cc1	-25	2	-12	-7	i	1.3	0	-1	16
Cc1ccc(C)c(NC(=O)C2CCCN2C(=O)NC2CCCCC2)c1 (centres undefined)	5	-2	2	-11	i	-0.2	-4	0	-1
N=c1c2c(-c3ccccc3)c(-c3ccccc3)n(Cc3ccco3)c2ncn1CCCO	-1	-3	0	10	i	-2.5	10	0	-3
Nc1ncnc2c1ncn2[C@@H]1O[C@H](CNCc2c(OCc3ccccc3F)ccc3ccccc23)[C@@H](O)[C@H]1O	-5	-6	-6	-5	i	0.3	-6	-6	9
Cc1ccc(C(c2nnnn2CC2CCCO2)N2CCN(c3cccc(C)c3C)CC2)cc1 (centres undefined)	0	-9	-37	-4	i	1.1	28	5	-6
CCOc1ccc(NS(=O)(=O)c2ccc(C(=O)NCCN3CCOCC3)cc2)cc1	-12	0	0	2	i	-1.0	-6	0	-4
O=C(OC1CCOC1=O)c1ccc(Cl)c(S(=O)(=O)N2CCOCC2)c1 (centres undefined)	0	-2	-2	8	i	0.0	-6	2	11
Cc1ccc(S(=O)(=O)N2CCC(C(=O)NCCN3CCOCC3)CC2)cc1C	-9	-2	-1	2	i	0.3	-6	1	2
COCCCn1c(SCC(=O)NC2CCCC2)nnc1-c1cccs1	-5	0	3	-7	i	-0.8	-3	4	1
Cc1ccc(NC(=O)c2ccc(C(C)(C)C)cc2)cc1-n1cnnn1	5	0	-6	13	i	1.0	22	1	8
NCC(c1ccco1)c1c[nH]c2ccccc12 (centres undefined)	-13	-2	-2	4	i	-0.6	-10	2	7
COc1ccccc1C1(O)C(=O)Nc2ccccc21 (centres undefined)	3	-2	.	10	i	-1.2	-2	2	-18
CCOC(=O)c1sc(NC(=O)Nc2cccc(Cl)c2)cc1C	-2	-4	-14	10	i	1.5	4	3	13
O=C(N/N=C\c1ccc([N+](=O)[O-])o1)C1COc2ccccc2O1 (centres undefined)	-10	1	-3	11	i	3.0	6	4	0
CCOCCCNC(=O)Cn1cnc2sc(C)c(S(=O)(=O)N3CCN(c4ncccn4)CC3)c2c1=O	3	-10	-4	9	i	0.1	-1	7	-20
Carrying on.
SMILES	E coli Lon inh	MsrA act	MT1-MMP act inh	NRP1-CendR mod	Neddylation inh	MsrA inhibitor	FAS-TE inh	Rin1 Abl inh	SKN-1 block
Cc1cc(C)cc(NC(=O)CCOc2ccccc2)c1	-8	0	1	-3	i	0.5	7	2	26
Cc1ccc(N(C)C(=O)c2ccc(CNc3c(N4CCC(C)CC4)c(=O)c3=O)cc2)cc1	-6	-6	0	-16	i	-0.5	1	-1	11
COc1ccc(N(C(=O)C(C)C)S(=O)(=O)c2ccc3ccccc3c2)cc1	-7	-1	5	-8	i	0.2	19	-2	-5
CCOC(=O)Cc1csc(NC(=O)COc2cccc(C)c2)n1	8	-1	0	0	i	1.1	1	2	2
NC(N)=NN=C(c1ccc(F)cc1)c1ccc(C(F)(F)F)cc1	2	1	21	-1	i	-2.8	-34	0	-16
Cc1ccc2nc(-c3ccccc3)cc(C(=O)O)c2c1	-2	0	3	-4	i	1.0	-8	0	22
CN(Cc1cccc(F)c1)C(=O)CSc1nnnn1C1CC1	8	-9	4	-3	i	-0.6	-3	-1	13
COc1ccccc1NC(=O)CCN1C(=O)c2ccccc2C1=O	-2	2	2	3	i	-0.7	-1	-1	-3
COc1ccc(OC)c(-c2csc(NC(=O)Cc3cc(OC)c(OC)c(OC)c3)n2)c1	-8	-2	-6	0	i	0.2	12	1	4
COc1ccc(OC)c(NC(=O)c2cccnc2Sc2cc(C)ccc2C)c1	10	-12	-7	9	i	1.6	32	-3	0
CC(=O)Oc1ccc(-c2csc(Nc3cccc(C)n3)n2)cc1	-1	5	1	11	i	3.1	12	0	3
CC(=O)Nc1cc2c(nc1C)nc(C)n2Cc1ccc(Br)cc1	9	-1	0	11	i	-1.7	1	18*	20
Cc1ccc2nc(-c3ccccc3C)oc(=O)c2c1	-6	-5	-1	-1	i	0.3	40	2	-3

In the list so far, these contain an aryl methoxy group:
SMILES	E coli Lon inh	MsrA act	MT1-MMP act inh	NRP1-CendR mod	Neddylation inh	MsrA inhibitor	FAS-TE inh	Rin1 Abl inh	SKN-1 block
COc1ccc(CCNC(=O)CCc2nnc(Cc3ccc4c(c3)OCO4)o2)c(OC)c1	0	-3	1	18	i	-1.1	2	1	4
CCCCCNC(=O)Cc1ccc(OC)cc1	-16	-6	-2	-1	i	0.4	-9	-3	-8
CCOC(=O)[C@H]1[C@H]2COc3cc(OC)ccc3[C@@H]2N2C(=O)CN(Cc3ccc(Cl)cc3)C(=O)[C@@]12C	-12	-1	-8	10	i	0.5	12	3	7
COc1ccc(C2=NS(=O)(=O)N(C)C(C(=O)NCc3ccc4c(c3)OCO4)=C2)cc1OC	7	-1	0	-1	i	3.9	14	-1	13
COc1ccc(-n2c(COc3ccc4c(c3)OCO4)nnc2SCC(=O)O)cc1	-5	-3	1	3	i	-0.1	-4	1	15
COc1ccccc1N(C)c1cc2c(c3c1ccn3C)C1CCC2O1 (centres undefined)	0	-4	4	-7	i	0.5	15	4	2
COc1ccc(OC)c2c1sc(=NC(=O)C(C)(C)C)n2C	-2	-1	2	-16	i	-0.5	0	3	-7
COc1ccccc1C1(O)C(=O)Nc2ccccc21 (centres undefined)	3	-2	.	10	i	-1.2	-2	2	-18
COc1ccc(N(C(=O)C(C)C)S(=O)(=O)c2ccc3ccccc3c2)cc1	-7	-1	5	-8	i	0.2	19	-2	-5
COc1ccccc1NC(=O)CCN1C(=O)c2ccccc2C1=O	-2	2	2	3	i	-0.7	-1	-1	-3
COc1ccc(OC)c(-c2csc(NC(=O)Cc3cc(OC)c(OC)c(OC)c3)n2)c1	-8	-2	-6	0	i	0.2	12	1	4
COc1ccc(OC)c(NC(=O)c2cccnc2Sc2cc(C)ccc2C)c1	10	-12	-7	9	i	1.6	32	-3	0
